BLM helicase inh – inhibitors of human Bloom syndrome helicase BLM | P54132 | 350,000 compounds, 0.2% hits | recombinant BLM DNA unwinding, fluorescence dequenching | Potency, µM (highest dose often 56.1 µM), without a hit: at the highest dose activity change, negative = inhibition, hits mostly inhibitors;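 further: plate controls were vehicle for no effect and no enzyme for full effect; nearly all actives have a fitted effect of over 35% in size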
G9a inh – G9a (human) methyltransferase inhibition; G9a H3K9 monomethylation, AlphaScreen, 2 h; Potency, µM (doses to about 102 µM), inactives show at the highest dose activity, negative = inhibition, usual class: inhibitors; 350,000 compounds, 8.8% hits; further: on the % scale 0 is the no-effect control and ±100 the full control effect; nearly all actives have a fitted effect of over 75% in size
Target sequence (Q96KQ7 913-1193 limits assumed): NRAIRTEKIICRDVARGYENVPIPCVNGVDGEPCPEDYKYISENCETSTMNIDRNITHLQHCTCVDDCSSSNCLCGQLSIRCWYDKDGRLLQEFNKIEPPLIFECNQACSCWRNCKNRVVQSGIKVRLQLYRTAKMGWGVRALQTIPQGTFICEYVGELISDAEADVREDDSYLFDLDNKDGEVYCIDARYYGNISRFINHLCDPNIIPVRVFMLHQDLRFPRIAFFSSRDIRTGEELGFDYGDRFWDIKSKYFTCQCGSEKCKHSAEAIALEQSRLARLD
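AlphaScreen read-out: biotin-H3K9 peptide (500 nM) methylation by 20 nM enzyme with 20 uM SAM, 2 h at room temperature after 15 min compound preincubation; anti-monomethyl H3K9 antibody plus donor/acceptor beads, 10 min dark.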
APEX1 inh – APE1 (human) endonuclease inhibition; P27695; recombinant APE1, TAMRA/BHQ-2 abasic DNA cleavage fluorescence; Potency, µM (top dose mostly 65.8 µM), inactives show at the top dose activity change, negative = inhibition, hits mostly inhibitors; 350,000 compounds, 0.35% hits; AID 2517;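 further: plate controls were vehicle for no effect and reference inhibitor for full effect; nearly all actives have a fitted effect of over 55% in size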
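Activity was derived from the fluorescence gain between first and third kinetic reads (60 s intervals, ex 525/em 598 nm) after 50 nM THF-abasic TAMRA/BHQ-2 duplex was added to 0.75 nM APE1 preincubated 15 min with compound.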
Pol iota inh – DNA polymerase iota (human) inhibition. Q9UNA4. Pol iota fluorescent replication assay, 10 min. Potency, µM (series often up to 115 µM), for the others: top-dose activity, negative = inhibition, hits mostly inhibitors. 390,000 compounds, 1% hits. AID 588590
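Fluorescent replication assay read twice, at 0 min and 10 min after adding 50 nM (final) substrate. Enzyme (10 nM) and compounds were first incubated 15 min at room temperature; enzyme-free buffer wells were negative controls.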
Anesthetic bind – candidate novel general anesthetic via apoferritin binding; P02791; Potency, µM (top dose mostly 77.5 µM), inactives show at the top dose activity change, negative = displacement, hits mostly inhibitors; apoferritin/1-aminoanthracene competitive binding, fluorescence; 350,000 compounds, 0.074% hits; further: on the % scale 0 is the no-effect control and ±100 the full control effect; nearly all actives have a fitted effect of over 20% in size
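Concentration-response curves derived by four-parameter Hill fitting of normalized fluorescence, where compounds displaced 1-AMA from 10 uM horse apoferritin following a brief 10 min room-temperature incubation; propofol titration acted as positive control.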
BAZ2B block – inhibitors of human BAZ2B bromodomain | Q9UIF8 | AlphaScreen BAZ2B-H3K14Ac peptide displacement | Potency, µM (doses to about 114 µM), for the others: at the highest dose activity change, negative = inhibition, most hits filed as inhibitors | 360,000 compounds, 4.4% hits | AID 504333; further: on the % scale 0 is the no-effect control and ±100 the full control effect; nearly all actives have a fitted effect of over 60% in size
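Complex of BAZ2B and biotin-H3K14Ac (50 nM apiece) forms over 30 min at RT, then faces library compounds up to 110 uM for another 30 min; AlphaScreen beads added, 20 min dark incubation, luminescence read.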
POLH inh – blocks human DNA polymerase eta activity. Q9Y253. recombinant Pol eta, fluorescent DNA replication assay. Potency, µM (top dose mostly 114 µM), for the others: top-dose activity change, negative = inhibition, hits mostly inhibitors. 390,000 compounds, 1.2% hits. AID 588591; further: on the % scale 0 is the no-effect control and ±100 the full control effect
Target sequence (Q9Y253 whole entry, looked up): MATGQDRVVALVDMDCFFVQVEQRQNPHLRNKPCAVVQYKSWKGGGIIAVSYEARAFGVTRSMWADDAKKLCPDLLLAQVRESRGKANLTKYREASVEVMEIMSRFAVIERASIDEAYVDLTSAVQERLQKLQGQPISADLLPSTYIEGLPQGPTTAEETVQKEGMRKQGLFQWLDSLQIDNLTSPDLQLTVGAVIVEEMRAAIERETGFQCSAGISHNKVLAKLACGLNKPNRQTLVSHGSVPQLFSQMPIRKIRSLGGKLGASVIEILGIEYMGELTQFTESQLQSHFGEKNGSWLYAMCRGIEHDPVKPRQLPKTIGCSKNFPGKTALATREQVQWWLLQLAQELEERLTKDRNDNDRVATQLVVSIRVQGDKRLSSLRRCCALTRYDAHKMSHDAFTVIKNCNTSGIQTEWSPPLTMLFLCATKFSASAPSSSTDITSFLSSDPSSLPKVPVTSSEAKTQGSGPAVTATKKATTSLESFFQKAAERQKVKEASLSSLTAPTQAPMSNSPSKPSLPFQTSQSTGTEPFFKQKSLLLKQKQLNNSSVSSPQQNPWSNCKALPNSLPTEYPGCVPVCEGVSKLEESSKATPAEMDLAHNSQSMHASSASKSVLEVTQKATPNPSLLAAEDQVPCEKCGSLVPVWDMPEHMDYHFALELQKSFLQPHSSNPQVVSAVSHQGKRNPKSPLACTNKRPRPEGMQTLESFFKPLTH
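Pol eta at 10 nM preincubated with compounds 15 min at room temperature; reaction started with fluorescent substrate (50 nM final) and read kinetically at 0 and 10 min.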
Pol beta inh – blocks human DNA polymerase beta activity; P06746; Pol beta primer extension/strand displacement, fluorescence kinetic; Potency, µM (titrated, usually from 114 µM), without a hit: at the top dose activity change, negative = inhibition, hits mostly inhibitors; 340,000 compounds, 1.3% hits; AID 485314; further: on the % scale 0 is the no-effect control and ±100 the full control effect
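Curves were derived by four-parameter Hill fits of normalized qHTS data. The kinetic fluorescent primer-extension read was taken at 0 and 10 min after 50 nM substrate, following a 15 min room-temperature preincubation of 10 nM enzyme with compounds.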
Pol kappa inh – inhibitors of human DNA polymerase kappa. Q9UBT6. purified Pol kappa, fluorescent DNA synthesis assay, 10 min. Potency, µM (highest dose often 107 µM), inactives show at the highest dose activity, negative = inhibition, actives largely listed as inhibitors. 400,000 compounds, 0.53% hits. AID 588579; further: on the % scale 0 is the no-effect control and ±100 the full control effect
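Readout: fluorescence, taken kinetically at 0 and 10 min. Conditions: 10 nM Pol kappa, 15 min RT compound preincubation, 50 nM substrate final. Controls: enzyme-free buffer wells.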
* marks the source's active call; other numbers are inactive results; ? = inconclusive; nt = not tested or not shown; [ ] = another dose, or the depositor's remark. The call rests on the fitted dose curve; in most records, active means well fitted curve in the direction sought with a large enough effect; inconclusive means small, poorly fitted or top-dose-only effect, or another doubt; inactive means no such curve, though single readings can be large; an effect the other way counts as inactive or inconclusive. Potency means the concentration at half of the fitted maximal effect.

SMILES	BLM helicase inh	G9a inh	APEX1 inh	Pol iota inh	Anesthetic bind	BAZ2B block	POLH inh	Pol beta inh	Pol kappa inh
COC(=O)C(NC(=O)Nc1ccccc1OC)C(C)C (stereo not drawn)	0%	-4%	0%	8%	-7%	-3%	3%	79%	-3%
Oc1c(C=Nc2cccnc2)sc2ccccc12	-1%	?	13%	-5%	-3%	?	-13%	8%	6%
CC(O)[C@H](NC(=O)C1(c2ccccc2)CCN(C(=O)OC(C)(C)C)CC1)C(=O)O (stereo partly drawn)	-2%	-13%	5%	?	-6%	-4%	-12%	-11%	-8%
COc1ccccc1/C=N/NC(=O)c1[nH]c(C)c(C(=O)N/N=C/c2ccccc2OC)c1C	-1%	-3%[59 µM]	2%	93%[activator]	-8%	?	0%	8%	-10%
COCCCNC(=O)c1cc(Nc2ccc(OC)cc2OC)nc2ccccc12	-4%	3%	-18%	20%	-13%	?	-12%	23%	1%
O=C(CSc1ncn[nH]1)Nc1ccc(Br)cc1Br	nt	nt	1%	-1%	nt	nt	-13%	nt	-19%
Cc1cc(=O)oc(C)c1C(=O)NCc1ccco1	1%	?	-1%	8%	-3%	-32%[57.1 µM]	12%	-3%	-1%
CCOc1ccc2nc(NCCNC(=O)CC)c(C#N)cc2c1	0%	54%[activator]	0%	14%	641%[activator]	45%[activator]	0%	8%	-7%
CCN(Cc1cc(=O)oc2cc(C)ccc12)c1ccccc1	-13%	2%	-2%	-16%	?	0%	-3%	-17%	-5%
O=C(CN1c2ccccc2Sc2ccccc21)NNC(=O)Nc1ccc(Cl)cc1	-2%	-6%	-1%	149%[activator]	-6%	-14%	5%	15%	-8%
O=C(CN1C(=O)C2C3CC(C(Br)C3Br)C2C1=O)N1CCN(Cc2ccccc2)CC1 (stereo not drawn)	-6%	-26%	-1%	177%[activator]	-2%	-12%	-6%	-1%	-2%
CCOC(=O)C1(C)C=C(Nc2ccc(NC(C)=O)cc2)C(=O)N1c1ccc(NC(C)=O)cc1 (stereo not drawn)	-3%	1%	1%	158%[activator]	-5%	3%	-21%	-26%	-4%
O=C(CC(c1ccccc1)c1cc(Br)ccc1O)N1CCCCC1 (stereo not drawn)	-4%	16%	-5%	22%	?	-25%	-19%	1%	-10%
O/N=C1\CCCc2ccccc21	-3%	9%	-2%	12%	?	0%	4%	-2%	-15%
Cc1ccc(S(=O)(=O)Cn2nnnc2C(C(C)C)N2CCN(c3nc4ccccc4s3)CC2)cc1 (stereo not drawn)	-6%	?	12%	20%	-7%	15%	-11%	-23%	5%
Cc1c(C(=O)N(C)CCn2ccnc2C)oc2c(F)cccc12	0%	17%	13%	10%	1%	3%	-10%	15%	4%
CCc1cc(-c2[nH]ncc2-c2ccc([N+](=O)[O-])cc2)c(O)cc1OC	-17%	50µM*	25%	13%	?	40µM*	?	-1%	-2%
COc1ccc(Cn2c(=O)[nH]c3cc(C(=O)Nc4ccc(N5CCN(C)CC5)cc4)ccc32)cc1	-28%	45µM*	4%	9%	-2%	?	-12%	-8%	-29%
NC(=O)CCN1CCN(CCOC2Cc3cc(Cl)ccc3Sc3ccccc32)CC1 (stereo not drawn)	-4%	9%[59 µM]	1%	16%	-4%	-35%	-18%	13%	-7%
COc1ccc(/C=C2\SC(=S)N(CCCC(=O)N3CCOCC3)C2=O)cc1OC	-3%	9%	8%	15%	-10%	-17%	12%	29%	3%
Cc1ccccc1C(C(=O)NCc1ccccc1)N(Cc1ccco1)C(=O)c1ccccn1 (stereo not drawn)	-2%	?	-8%	18%	?	-35%	-8%	9%	-15%
COc1ccc(-n2c(C)c(C(C)=O)c3cc(OCC(N)=O)ccc32)cc1	-1%	-1%	1%	23%	-10%	-13%	-9%	-7%	-3%
COC(=O)c1sccc1NC(=S)OC	-1%	42%[activator]	-4%	-16%	?	13%	-7%	31%	-4%
CCN(CC)CCNC(=O)c1ccc(NC(=O)C2CCN(S(=O)(=O)c3ccc4c(c3)OCCO4)CC2)cc1	nt	-5%[0.501 µM]	11%	20%	nt	4%	-10%	nt	-5%
Cc1cccc(N2CCN(C(=O)CCCn3c(=O)[nH]c4ccsc4c3=O)CC2C)c1 (stereo not drawn)	-2%	-16%	7%	12%	9%	-16%	-4%	19%	-9%

Printed as active in BAZ2B block, of those listed so far:
Structure | BLM helicase inh | G9a inh | APEX1 inh | Pol iota inh | BAZ2B block | POLH inh | Pol kappa inh
CCc1cc(-c2[nH]ncc2-c2ccc([N+](=O)[O-])cc2)c(O)cc1OC | -17% | 50µM* | 25% | 13% | 40µM* | ? | -2%

(more compounds)
SMILES	BLM helicase inh	G9a inh	APEX1 inh	Pol iota inh	Anesthetic bind	BAZ2B block	POLH inh	Pol beta inh	Pol kappa inh
C/C(=N/NC(=O)c1cccs1)c1ccc(NC(=O)COc2ccc(Cl)cc2)cc1	-4%	6%	12%	13%	-4%	-1%	0%	24%	-8%
C[C@@H]1CN([C@H](C)CO)C(=O)Cc2cc(NC(=O)CCC(F)(F)F)ccc2O[C@@H]1CN(C)C(=O)NC1CCCCC1	nt	nt	16%	22%	nt	nt	-4%	nt	11%
Cc1occc1C(=O)Nc1ccc([N+](=O)[O-])cc1Br	-3%	nt	10%	-21%	-5%	-38%	-11%	-19%	2%
Cc1cc(Br)c(S(=O)(=O)NCCN2CCOCC2)cc1C	-1%	-29%	-6%	-7%	-13%	-5%	-10%	15%	4%
CCOP(=O)(c1ccccc1)C1(O)CCCCC1 (stereo not drawn)	0%	-41%[59 µM]	16%	11%	-4%	-1%	-10%	-1%	-5%
CCNC(=O)C1CCCN1S(=O)(=O)c1ccc(C)cc1 (stereo not drawn)	-13%	-1%[59 µM]	0%	-14%	3%	-6%	0%	48%	-5%
COc1ccc(CCNC(=O)CSc2nn(-c3ccccc3)c(=S)s2)cc1OC	0%	11%[59 µM]	-2%	16%	-5%	-8%	-22%	-15%	-5%
Cn1ccnc1SCC(=O)NCC(=O)Nc1ccc(F)c(F)c1F	nt	nt	-2%	7%	nt	nt	-14%	nt	-16%
COc1ccc(O)c(/C=N/NC(=O)c2cc(=O)[nH]c3ccccc23)c1	0%	45%	-3%	20%	1%	?	-19%	0%	3%
CCN(CC)C(=O)Cn1c(=O)cc(C)c2c(C)nn(-c3ccc(C)cc3)c21	-3%	7%[59 µM]	nt	-6%	-10%	0%	-7%	1%	-3%
COc1c(C)cccc1C(=O)Nc1ccc(CN2CCCCC2)cc1	-4%	2%[59 µM]	1%	26%	-8%	3%	0%	1%	-6%
COc1ccc(NC(=O)CC2C(=O)N(c3ccc(Cl)cc3)C(=S)N2CCc2ccccn2)cc1 (stereo not drawn)	-5%	-50%[59 µM]	39%[activator]	14%	4%	-15%	-11%	3%	-22%
CCOc1ccc(N2C(=O)/C(=C\c3ccc(O)c(OC)c3)S(=O)(=O)C2c2cccc([N+](=O)[O-])c2)cc1 (stereo not drawn)	-13%	?	-1%	-5%	-24%	nt	-12%	5%	-1%
S=c1[nH]nc(C2CCCCC2)n1/N=C/C(Cl)=C\c1ccccc1	-6%	25µM*	-1%	-1%	?	-3%	-15%	-18%	-9%
Cc1ccccc1Cn1c(NC2CCCC2)nc2c1c(=O)[nH]c(=O)n2C	-4%	18%	5%	4%	-3%	-10%	1%	?	-3%
Clc1nssc1=Nc1ccc(Br)cc1	-4%	3.2µM*	21%	121%[activator]	?	22µM*	2%	49%[activator]	-5%
CCn1c2ccccc2c2cc(N=C3SC(CC(=O)Nc4ccccc4)C(=O)N3C)ccc21 (stereo not drawn)	-2%	16%	4%	8%	-10%	2%	3%	22%	-11%
CCOC(=O)c1c(C)n(C)c2ccc(OC)c(NS(=O)(=O)c3ccc(Cl)s3)c12	-1%	49%[12.7 µM]	-5%	-4%	-16%	-3%	-15%	22%	-24%
CN(C(=O)c1ccc(OCC=C(c2ccccc2)c2ccccc2)cc1)c1ccccc1I	-3%	nt	2%	-3%	-11%	nt	nt	nt	-10%
COc1ccc(CCNC(=O)CCn2c(=O)c3ccccc3n(CC(=O)Nc3ccccc3F)c2=O)cc1OC	-5%	-28%[59 µM]	nt	16%	6%	-10%	-18%	-15%	-7%
O=C(CN1C(=O)COc2ccc(S(=O)(=O)N3CCCC3)cc21)N1CCN(c2ccccc2)CC1	1%	5%[59 µM]	nt	3%	-8%	-19%	-23%	7%	-6%
COc1cccc(N2CCN(C(=O)c3cccc(-n4c(C)nc5cccnc54)c3)CC2)c1	-1%	2%[59 µM]	nt	24%	1%	-15%	-12%	1%	-3%
O=C(CN1CCN(CC(=O)Nc2ccccc2F)CC1)Nc1cccc(F)c1	2%	?	11%	32%[activator]	2%	3%	-16%	34%	15%
CCO[C@@H]1OC(C(=O)N2CCN(Cc3ccccc3)CC2)=C[C@H](c2ccc(C(F)(F)F)cc2)[C@H]1CCCO	-8%	-22%[59 µM]	-4%	2%	-17%	-10%	-18%	-25%	3%
CCCCCn1c2c(c(=N)c3ccccc31)CCC2	33%[activator]	50µM*	-2%	27%	5%	-15%	-11%	-3%	-1%

In the list so far, these contain fluorine.
SMILES	BLM helicase inh	G9a inh	APEX1 inh	Pol iota inh	Anesthetic bind	BAZ2B block	POLH inh	Pol beta inh	Pol kappa inh
Cc1c(C(=O)N(C)CCn2ccnc2C)oc2c(F)cccc12	0%	17%	13%	10%	1%	3%	-10%	15%	4%
C[C@@H]1CN([C@H](C)CO)C(=O)Cc2cc(NC(=O)CCC(F)(F)F)ccc2O[C@@H]1CN(C)C(=O)NC1CCCCC1	nt	nt	16%	22%	nt	nt	-4%	nt	11%
Cn1ccnc1SCC(=O)NCC(=O)Nc1ccc(F)c(F)c1F	nt	nt	-2%	7%	nt	nt	-14%	nt	-16%
COc1ccc(CCNC(=O)CCn2c(=O)c3ccccc3n(CC(=O)Nc3ccccc3F)c2=O)cc1OC	-5%	-28%[59 µM]	nt	16%	6%	-10%	-18%	-15%	-7%
O=C(CN1CCN(CC(=O)Nc2ccccc2F)CC1)Nc1cccc(F)c1	2%	?	11%	32%[activator]	2%	3%	-16%	34%	15%
CCO[C@@H]1OC(C(=O)N2CCN(Cc3ccccc3)CC2)=C[C@H](c2ccc(C(F)(F)F)cc2)[C@H]1CCCO	-8%	-22%[59 µM]	-4%	2%	-17%	-10%	-18%	-25%	3%

Source: PubChem BioAssay

Not all compounds are listed; rates above refer to the full screens.
